Assay outcomes: PubChem BioAssay, National Center for Advancing Translational Sciences (NCATS)
Tau fluor cs – Counterscreen qHTS for Inhibitors of Tau Fibril Formation, Fluorescence Polarization | tau K18 P301L Alexa594 fluorescence, heparin fibrillization | Potency, µM (series often up to 57.7 µM), for inactives: top-dose activity change, negative = decrease | 0.93% of 280,000 active | AID 1463, 2008; also: % is scaled to controls: 0 for no effect and ±100 for the full control effect; nearly all actives have a fitted effect of over 55% in size
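Human K18 P301L tau (15 uM unlabeled plus 0.24 uM Alexa 594-labeled, final) in 100 mM sodium acetate pH 7 was mixed with compound and 20 uM heparin and incubated 6 hr at 37 C.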
SMN2 splice up – qHTS Assay for Enhancers of SMN2 Splice Variant Expression; HEK293 SMN2-luciferase splicing reporter, luminescence, 30-36 h; Potency, µM (top dose mostly 46.1 µM), inactives show top-dose activity change, positive = activation, hits mostly activators; 2.8% of 210,000 active; AID 1458, 2008; also: % of control where 0% means no effect; nearly all actives have a fitted effect of over 55% in size
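qHTS luciferase splicing reporter: luminescence rises when SMN2 exon 7 is included in transfected HEK293 cells. Compound exposure lasted 30-36 h at 37C, with 4.5 mM final sodium butyrate as control, followed by a ONE-Glo read.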
ALDH1A1 inh – qHTS Assay for Inhibitors of Aldehyde Dehydrogenase 1 (ALDH1A1) | Potency, µM (doses to about 75.3 µM), for inactives: at the top dose activity, negative = inhibition, actives largely listed as inhibitors | Aldehyde dehydrogenase 1A1 (Homo sapiens), P00352 | Purified ALDH1A1, NADH fluorescence, propionaldehyde substrate | AID 1030, 2008 | 7.3% of 220,000 active; active = well fitted inhibition curve with a large enough effect, not every such curve was filed as active; inconclusive = small, poorly fitted or top-dose-only effect, or another doubt; inactive = no such curve, though single readings can be large or run the other way;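 also: plate controls were no enzyme wells and a reference inhibitor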
Target sequence (P00352 whole entry, looked up): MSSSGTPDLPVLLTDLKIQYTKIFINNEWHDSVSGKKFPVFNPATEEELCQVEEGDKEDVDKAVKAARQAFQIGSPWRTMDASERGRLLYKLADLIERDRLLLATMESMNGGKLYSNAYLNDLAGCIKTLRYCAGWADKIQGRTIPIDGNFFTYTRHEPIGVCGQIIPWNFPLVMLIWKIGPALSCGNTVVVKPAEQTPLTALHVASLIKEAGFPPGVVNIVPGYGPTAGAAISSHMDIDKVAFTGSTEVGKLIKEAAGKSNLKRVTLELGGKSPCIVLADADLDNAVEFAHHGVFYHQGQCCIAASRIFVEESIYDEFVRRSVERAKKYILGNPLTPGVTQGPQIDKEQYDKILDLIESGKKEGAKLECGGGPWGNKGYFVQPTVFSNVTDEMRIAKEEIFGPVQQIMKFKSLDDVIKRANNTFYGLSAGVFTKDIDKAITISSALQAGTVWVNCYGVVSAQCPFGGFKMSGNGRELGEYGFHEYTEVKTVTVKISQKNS
HTT cytoprotect – qHTS Multiplex Assay to Identify Dual Action Probes in a Cell Model of Huntington: Cytoprotection (ATP); PC12 HTT-Q103 induced, cytoprotection, ATP luminescence, 40 h; Potency, µM (highest dose often 56.4 µM), for inactives: cytoprotection (ATP increase), usual class: activators; 0.14% of 230,000 active;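 also: % of control where 0% means no effect; nearly all actives have a fitted effect of over 45% in size; toxic huntingtin expression switched on by the ecdysone agonist tebufenozide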
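Quantitative HTS on tebufenozide-induced (100 nM) PC12 cells expressing HTTQ103 exon 1–GFP; compounds tested as a concentration series; survival measured via cellular ATP.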
Tau ThT inhib – qHTS for Inhibitors of Tau Fibril Formation, Thioflavin T Binding; Microtubule-associated protein tau (Homo sapiens), P10636; recombinant tau K18 P301L (four-repeat tau fragment), heparin-induced fibrillization, ThT fluorescence; Potency, µM (series often up to 57.4 µM), without a hit: at the top dose activity, negative = inhibition, usual class: inhibitors; 2.1% of 270,000 active; also: % is scaled to controls: 0 for no effect and ±100 for the full control effect; nearly all actives have a fitted effect of over 55% in size
Target sequence (P10636 561-689 P618L limits assumed): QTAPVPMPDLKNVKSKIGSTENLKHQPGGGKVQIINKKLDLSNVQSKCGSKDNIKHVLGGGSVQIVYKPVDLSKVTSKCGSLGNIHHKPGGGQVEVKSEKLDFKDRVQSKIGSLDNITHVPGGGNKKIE
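K18 P301L tau (15 uM + 0.24 uM Alexa 594-tagged), heparin 20 uM, NaOAc pH 7, 6 h 37 C; ThT 30 uM, 1 h RT, ex 450/em 510 nm.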
HttQ103 aggreg – qHTS Multiplex Assay to Identify Dual Action Probes in a Cell Model of Huntington: Aggregate Formation (GFP). Potency, µM (titrated, usually from 46.1 µM), for the others: top-dose activity change, negative = inhibition, actives largely listed as inhibitors. 1.1% of 220,000 active. PC12 HttQ103-GFP aggregates, Acumen cytometry, 40 h; also: % is scaled to controls: 0 for no effect and ±100 for the full control effect; nearly all actives have a fitted effect of over 60% in size
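PC12 cells stably carrying ecdysone-inducible HTT exon 1 Q103–GFP were induced with tebufenozide (100 nM final) and treated with library compounds in titration. GFP aggregates in lysates were counted by laser scanning cytometry.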
Tau FP inhib – qHTS for Inhibitors of Tau Fibril Formation, Fluorescence Polarization. AID 1468, 2008. Potency, µM (series often up to 57.7 µM), inactives show at the highest dose activity, negative = inhibition, usual class: inhibitors. K18 P301L tau heparin fibrillization, Alexa594 FP, 6 h. 0.39% of 280,000 active; also: % is scaled to controls: 0 for no effect and ±100 for the full control effect; nearly all actives have a fitted effect of over 55% in size
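K18 P301L tau (15 uM unlabeled/0.24 uM Alexa 594-labeled, final) + compound + heparin 20 uM final; 100 mM NaOAc pH 7; 6 hr 37 C; ThT 30 uM final added, 1 hr RT; FP ex 555/em 632 nm.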
JMJD2E inh – qHTS Assay for Inhibitors of Human Jumonji Domain Containing 2E (JMJD2E); Potency, µM (doses to about 57.1 µM), without a hit: at the highest dose activity change, negative = inhibition, usual class: inhibitors; JMJD2E catalytic domain, FDH-coupled NADH fluorescence (FDH is formaldehyde dehydrogenase); 1.6% of 230,000 active; AID 2147, 2009; active = well fitted inhibition curve with a large enough effect, not every such curve was filed as active; inconclusive = small, poorly fitted or top-dose-only effect, or another doubt; inactive = no such curve, though single readings can be large or run the other way;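 also: 0% = wells with enzyme and -100% = buffer wells without enzyme; nearly all actives have a fitted effect of over 50% in size; many of its hits are not listed in these tables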
Target sequence (B2RXH2 1-337 limits assumed): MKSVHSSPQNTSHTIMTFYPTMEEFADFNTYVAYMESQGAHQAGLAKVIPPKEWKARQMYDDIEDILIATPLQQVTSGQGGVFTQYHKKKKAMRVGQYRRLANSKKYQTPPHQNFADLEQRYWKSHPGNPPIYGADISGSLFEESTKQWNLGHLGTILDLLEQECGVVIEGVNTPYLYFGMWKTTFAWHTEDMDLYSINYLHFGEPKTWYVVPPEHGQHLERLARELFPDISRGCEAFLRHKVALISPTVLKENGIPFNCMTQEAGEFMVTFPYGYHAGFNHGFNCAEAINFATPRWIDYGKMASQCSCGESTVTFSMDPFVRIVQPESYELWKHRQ
* marks the source's active call; other numbers are inactive results; ? = inconclusive; / = no result given; [ ] = remark or other dose. Unless noted, calls follow the shape of the dose curve; as a rule, active = well fitted curve in the direction sought with a large enough effect; inconclusive = small, poorly fitted or top-dose-only effect, or another doubt; inactive = no such curve, though single readings can be large; an effect the other way counts as inactive or inconclusive. Potency is read from the fitted curve at half-maximal effect.

SMILES	Tau fluor cs	SMN2 splice up	ALDH1A1 inh	HTT cytoprotect	Tau ThT inhib	HttQ103 aggreg	Tau FP inhib	JMJD2E inh
O=C1c2ccccc2C(=O)N1CSc1nnc2c3ccccc3n(CCc3ccccc3)c2n1	-10%	28%	18µM*	-6%	-8%	13%	6%	7%
CCCCOC(=O)/C(C#N)=C\c1ccc(-c2ccc(Cl)cc2)o1	-7%	-8%	/	/	11%	/	-5%	/
Cn1c(=O)c2c(ncn2CC(=O)Nc2nnc(Cc3ccccc3)s2)n(C)c1=O	-6%	3%	-2%	-2%	-1%	-13%	-1%	-4%
CCn1cc(C(=O)OCc2ccc(F)cc2)c(=O)c2ccc(C)nc21	13%	-9%	?	1%[10 µM]	-5%	-1%	0%	-4%
Cc1cccc(NC(=S)N2CCN(S(=O)(=O)c3cccc(F)c3)CC2)c1	-10%	0%	-7%	/	3%	3%	2%	1%
CC(C)(C)Cc1nnc(NS(=O)(=O)c2ccccc2)s1	-9%	/	?	-11%[10 µM]	-8%	-3%[9.22 µM]	-2%	-2%
Cc1ccnc(NC(=O)CCCOc2cc(=O)n(C)c3ccccc23)c1	-12%	?	4%	-73%[inhibitor]	-17%	?	-6%	-7%
COc1ccc2c(c1)C(=NNC(=O)c1ccccn1)c1cc(OC)ccc1-2	-10%	-35%[inhibitor]	6%	1%[10 µM]	?	9%	-8%	-1%
C=CCNC(=O)c1ccccc1NC(=O)c1ccc(Cl)c(S(=O)(=O)Nc2ccccc2)c1	?	/	?	-68%[inhibitor]	-5%	?	?	1%
CC(C)(C)c1ccc(-c2noc(-c3ccc4c(c3)CCO4)n2)cc1	-11%	/	/	1%[10 µM]	/	-41%[9.22 µM]	?	?
Cc1ccc(C)c(NC(=S)N2CCN(c3cccc(C(F)(F)F)c3)CC2)c1	-12%	3%	2%	4%	-4%	20%	4%	5%
O=C(NCCCNc1ccc(C(F)(F)F)cc1[N+](=O)[O-])c1ccc(Cl)cc1	?	/	14%	-33%	-6%	11µM*	?	-5%
CN(Cc1ccccc1)C(=O)c1c[nH]c2ccc(S(=O)(=O)N3CCOCC3)cc2c1=O	-6%	-13%	?	/	-6%	23%	-3%	?
O=C(NC1CCCC1)c1ccc(Br)s1	0%	-8%	?	-22%	1%	-9%	1%	-5%
CSc1ccc(CN(C)C(C)C(=O)Nc2ccc(F)c(F)c2F)cc1 (stereo unspecified)	-13%	-22%	1%	-7%	-12%	-2%	-9%	-2%
Cc1ccc(NC(=O)Cn2cc3c(n2)CCCCC3)cc1	-5%	8%	/	/	3%	/	-7%	/
Cc1ccc(/C=C/C(=O)NCCCc2ccccc2)cc1	3%	-10%	-9%	15%[10 µM]	8%	7%	1%	-6%
O=C(Nc1ccc(Cl)cc1)N1CCCN(Cc2ccccc2F)C1	?	7%	-7%	-42%[inhibitor]	-6%	-30%	?	85%[activator]
COc1ccc2c(c1OC)C(=O)OC2Nc1ccccn1 (stereo unspecified)	6%	22%	?	-2%	1%	-5%	7%	?
CN(C)c1ccc(N=Cc2nc(-c3ccccc3)oc2OC(=O)c2cccc(Br)c2)cc1	-27%	16µM*	?	16%[10 µM]	10µM*	3%	?	-4%
Cc1ccc(C(=O)Oc2cccc(NC(=O)c3ccccc3)c2)cc1C	?	28%	-13%	-7%[10 µM]	-3%	9%	?	-13%
COC(=O)c1c(C)oc(C)c1S(=O)(=O)NCc1ccc(OC)cc1	1%	/	/	7%[10 µM]	/	7%[9.22 µM]	7%	7%
COc1ccc(CCn2c(C3CCCCC3)nc3c(c(=O)c4ccccc4n3C)c2=O)cc1	1%	/	/	-28%[10 µM]	/	-16%[9.22 µM]	0%	-2%
Cc1nn(CC(=O)OCC(=O)Nc2c(C(C)C)cccc2C(C)C)c(C)c1[N+](=O)[O-]	4%	-1%	3%	10%[10 µM]	4%	?	-3%	-7%
COc1cc(C(=O)Nc2nccs2)cc(OC)c1OC	1%	?	11%	-2%	-4%	-12%	?	3%

Sorted by formula weight (rising): some entries from above.
SMILES	Tau fluor cs	SMN2 splice up	ALDH1A1 inh	HTT cytoprotect	Tau ThT inhib	HttQ103 aggreg	Tau FP inhib	JMJD2E inh
Cc1ccnc(NC(=O)CCCOc2cc(=O)n(C)c3ccccc23)c1	-12%	?	4%	-73%[inhibitor]	-17%	?	-6%	-7%
Cc1nn(CC(=O)OCC(=O)Nc2c(C(C)C)cccc2C(C)C)c(C)c1[N+](=O)[O-]	4%	-1%	3%	10%[10 µM]	4%	?	-3%	-7%
C=CCNC(=O)c1ccccc1NC(=O)c1ccc(Cl)c(S(=O)(=O)Nc2ccccc2)c1	?	/	?	-68%[inhibitor]	-5%	?	?	1%

Further results
SMILES	Tau fluor cs	SMN2 splice up	ALDH1A1 inh	HTT cytoprotect	Tau ThT inhib	HttQ103 aggreg	Tau FP inhib	JMJD2E inh
Nc1ccn(-c2ccccc2)c(=O)c1	8%	?	-2%	-13%	-8%	9%[9.22 µM]	6%	-3%
COc1ccccc1/C=C1\Cc2ccccc2C1=O	-23%	/	-13%	14%[10 µM]	?	10%[9.22 µM]	-14%	?
C=C(C)C1CCC(C)=C1CC(C)(C)/C=N\n1cnnc1 (stereo unspecified)	2%	-28%	22µM*	11%	-5%	?	2%	2%
COc1cc(S(=O)(=O)Nc2c(C)cc(C)cc2C)ccc1Cl	-21%	4%	-2%	?	-10%	-4%[9.22 µM]	-9%	13%
Cc1ccc(C2=N/C(=C\c3cccs3)C(=O)N2Nc2ccccc2)cc1	?	-1%	?	-13%	?	?	-5%	-2%
CN(C)Cc1nc2c([nH]1)c(=O)n(C)c(=O)n2C	-2%	-16%	0%	-5%	-5%	-10%	-8%	-8%
CCOC(=O)c1ccc(NC(=O)COc2ccccc2CNCCc2ccccc2)cc1	?	-27%	?	-23%	?	10%	9%	-13%
Cc1ccc2nc(C3CCCN3Cc3nc(CCC(C)C)no3)[nH]c2c1 (stereo unspecified)	-6%	/	-5%	-8%[10 µM]	-9%	-4%[9.22 µM]	0%	1%
Cc1nnc(Sc2cc(C(=O)NCc3ccco3)c3ccccc3n2)s1	-3%	0%	?	11%	?	?	-13%	-12%
Cc1nn2c(C(F)(F)F)cc(-c3ccc(OC(C)C)cc3)nc2c1C#N	-12%	-7%	/	/	-9%	/	1%	/
CC(=O)c1ccc(Sc2nnnn2-c2ccccc2)c([N+](=O)[O-])c1	-12%	-64%[inhibitor]	16µM*	6%[10 µM]	0%	12%	-4%	0%
COc1cc(NC(=O)CCc2nc3cccnc3n2Cc2cccs2)cc(OC)c1OC	-30%	-8%	/	/	?	/	7%	/
Cc1cc(Cl)ccc1NC(=O)Cn1cncn1	10%	3%	3%	-6%	7%	32%	10%	4%
CSc1ccc(Cl)c(C(=O)NC2CCCC2)c1	2%	-37%[inhibitor]	9%	-2%	-10%	4%	2%	3%
Cc1ccnc(NC(=O)CCc2c(C)nc3ncnn3c2C)c1	3%	-2%	-6%	4%	1%	-4%	-1%	5%
Cc1nnc(SCC(=O)NC2CCCCC2)s1	-10%	-10%	-2%	-18%	-12%	-13%	-6%	-1%
CC(=O)c1cccc(NC(=O)/C=C/c2ccc([N+](=O)[O-])s2)c1	?	-82%[inhibitor]	-4%	?	4µM*	?	?	6%
O=C(Nc1cc(C(F)(F)F)ccc1Cl)c1cc2nc3c(c(C(F)(F)F)n2n1)CCCC3	-15%	2%	-5%	-14%	-20%	-1%	-1%	4%
O=[N+]([O-])c1ccc(N2CCN(CCO)CC2)cc1Sc1nc2ccccc2[nH]1	-11%	0%	-8%	-9%	?	14%	-4%	5%
CSc1cccc(NC(=S)N(CCCN2CCCC(C)C2)Cc2cccs2)c1 (stereo unspecified)	-25%	-17%	-6%	1%	-6%	-18%	-1%	6%
CC#CCCCC(=O)Nc1ccc(C(=O)O)cc1	7%	-7%	13%	-26%	4%	3%	-1%	5%
CCOC(=O)c1c(-c2ccc(C)o2)csc1NC(=S)NC(=O)c1ccccc1Br	-22%	-23%	-14%	2%[10 µM]	?	?	-15%	0%
COc1ccc(-c2c3c(=O)n(C)c(=O)n(C)c3c3c(C)nc4ccccc4n23)cc1	-13%	8%	/	/	?	/	-7%	/
COc1cc(C(=O)NCCSc2ccc(Br)cc2)cc(OC)c1OC	-15%	-7%	5%	-1%[10 µM]	-2%	-11%	-15%	1%
CCOC(=O)c1c(NC(=O)CSc2nnc(-c3c[nH]c4ccccc34)n2CC)sc2c1CCCC2	?	-42%[inhibitor]	-5%	/	-7%	11%	-5%	-6%
CCOC(=O)C(/C=C(\C#N)C(=O)OCC)=C(/N)N1CCN(c2ccc(OC)cc2)CC1	-7%	-11%	1%	17%	-5%	?	3%	0%

4 compounds from above, ordered by the number in Tau ThT inhib, descending.
| molecule | Tau ThT inhib |
| --- | --- |
| Cc1ccnc(NC(=O)CCc2c(C)nc3ncnn3c2C)c1 | 1% |
| CSc1cccc(NC(=S)N(CCCN2CCCC(C)C2)Cc2cccs2)c1 (stereo unspecified) | -6% |
| CCOC(=O)c1c(NC(=O)CSc2nnc(-c3c[nH]c4ccccc34)n2CC)sc2c1CCCC2 | -7% |
| CSc1ccc(Cl)c(C(=O)NC2CCCC2)c1 | -10% |

An excerpt, so the mix of outcomes need not match the whole.
